PfHsp40 rescue: restores yeast growth despite PfHsp40 toxicity. 340,000 tested, 0.68% active. growth rescue, % at 12.5 µM. S. cerevisiae expressing PfHsp40, growth rescue, ATP luminescence; in the data active means growth rescue above about 28%, passing the limit was not always enough;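 further: yeast W303a lacking pdr1 and pdr3 grown in galactose medium; growth measured after three days at 30 °C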
BoNT-A LC inh2: inhibitors of Botulinum neurotoxin A light chain protease; multiplex microsphere protease substrate cleavage, flow cytometry; AID 588499; inhibition, % at 10 µM; 360,000 tested, 0.17% active; further: plate controls were buffer without enzyme for full effect and enzyme alone for no effect
3CLpro inhibitor: SARS-CoV 3CLpro protease inhibition; P0C6X7; recombinant SARS-CoV 3CLpro, quenched FRET peptide cleavage; inhibition, % at 6 µM; 290,000 tested, 0.14% active; in the data active means inhibition above about 12%
TcdB GH inh: inhibitors of Clostridioides difficile toxin B glycohydrolase; inhibition, % at 9.99 µM; TcdB glycohydrolase enzymatic assay, plate reader; AID 652162; 350,000 tested, 0.24% active; in the data active means inhibition above about 10%
Yp Topo-I inh: inhibitors of Yersinia pestis topoisomerase I | Y. pestis Topo-I cleavage product accumulation, plate reader | activity, % at 10 µM | 360,000 tested, 0.064% active | AID 504884; in the data active means activity above about 50%, passing the limit was not always enough; further: inactives centre near 2
PriA SSB inh: inhibitors of Klebsiella pneumoniae PriA binding to SSB C-terminal tail; 430,000 tested, 0.6% active; inhibition, % at 33 µM; AID 1272365; AlphaScreen SSBct-PriA binding, biotinylated peptide; in the data active means inhibition mostly above about 37%, no sharp cut-off; inactive means mostly below about 20%;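 further: plate controls were negative control peptide for no effect and reference peptide for full effect; strong numbers were not always called active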
BH1578 lux ind: quorum light induction in luxS cqsA deficient V. cholerae | V. cholerae BH1578 lux reporter, luminescence, 6 h | activation, % at 18.7 µM | 350,000 tested, 0.16% active | AID 588436; in the data active means activation mostly above about 9.7%, no sharp cut-off; further: not every result past the cut was called active; inactives centre near 0; reference of the scale not given here
Anthrax LF inh2: anthrax lethal factor protease inhibition; P15917; multiplex microsphere protease cleavage assay, LF; inhibition, % at 10 µM; 360,000 tested, 0.12% active; further: plate controls were buffer without enzyme for full effect and enzyme alone for no effect
Target sequence (P15917 whole entry, looked up): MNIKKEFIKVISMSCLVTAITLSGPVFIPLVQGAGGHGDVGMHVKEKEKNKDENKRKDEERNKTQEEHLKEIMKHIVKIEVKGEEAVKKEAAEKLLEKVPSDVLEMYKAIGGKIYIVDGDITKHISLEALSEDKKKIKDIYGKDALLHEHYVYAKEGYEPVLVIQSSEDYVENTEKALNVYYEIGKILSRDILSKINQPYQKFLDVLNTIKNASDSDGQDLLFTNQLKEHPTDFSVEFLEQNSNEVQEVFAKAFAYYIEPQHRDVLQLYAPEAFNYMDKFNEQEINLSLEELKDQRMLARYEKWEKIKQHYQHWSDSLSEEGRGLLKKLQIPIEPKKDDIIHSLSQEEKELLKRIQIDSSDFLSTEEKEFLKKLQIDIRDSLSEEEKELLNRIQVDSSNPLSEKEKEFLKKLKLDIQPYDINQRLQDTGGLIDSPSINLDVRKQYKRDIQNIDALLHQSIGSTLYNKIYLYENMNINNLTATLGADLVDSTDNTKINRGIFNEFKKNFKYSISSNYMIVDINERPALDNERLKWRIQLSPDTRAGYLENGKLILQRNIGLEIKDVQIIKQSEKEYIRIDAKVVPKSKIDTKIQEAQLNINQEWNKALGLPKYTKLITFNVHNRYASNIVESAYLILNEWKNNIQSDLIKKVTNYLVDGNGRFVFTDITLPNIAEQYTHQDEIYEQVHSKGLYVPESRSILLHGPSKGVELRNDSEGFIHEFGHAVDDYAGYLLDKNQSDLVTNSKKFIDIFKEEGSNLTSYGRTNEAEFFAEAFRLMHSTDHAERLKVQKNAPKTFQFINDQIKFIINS
PrPC TRFRET: cell surface PrPC inhibition, primary TR-FRET screen; inhibition, % at 13.8 µM; 370,000 tested, 0.43% active; P04156; TR-FRET read-out; in the data active means inhibition above about 24%; further: 0% = median of the test wells and 100% = reference compound wells
Starred values were filed as active, the others as inactive; i = inactive; x = not tested or not shown. Unless noted, no stated cut-off is given here; in the data, active means inhibition above about 30%; inconclusive means no clear call, values can overlap the other calls; inactive means below that. An excerpt, so the mix of outcomes need not match the whole.

(1) CCCn1c(C(C)NC(=O)c2ccccc2)nc2ccccc21 (stereo not given)
(2) O=C(NC1CCCCCCC1)c1cccc(S(=O)(=O)N2CCOCC2)c1
(3) CCOC(=O)Nc1cccc(OCC(=O)Nc2ccc(OC)cc2OC)c1
(4) COC(=O)CCC(=O)Nc1nnc(C(F)(F)F)s1
(5) CCCCCCCC/C=C\CCCCCCCC(=O)NCCc1ccc(O)c(O)c1
(6) COc1ccccc1OC(C)C(=O)Nc1ccccc1C(=O)NCc1cccnc1 (stereo not given)

assay / entry | 1 | 2 | 3 | 4 | 5 | 6
PriA SSB inh | -9 | 6 | -14 | -23 | 20 | 13
BH1578 lux ind | -0.9 | i | i | 7.7 | i | -0.5
TcdB GH inh | x | -6.5 | x | x | -12 | -0.3
Yp Topo-I inh | 2 | 1 | 3 | 3 | 21 | 2
PfHsp40 rescue | -0.4 | 1.0 | -1.9 | -1.2 | 20 | 1.0
Anthrax LF inh2 | -9 | 0 | -2 | -2 | 0 | -4
BoNT-A LC inh2 | -1.2 | 3.9 | 0.2 | 0.0 | -1.1 | 2.3
PrPC TRFRET | -6 | 6 | 1 | 6 | 83* | -1
3CLpro inhibitor | -2 | x | -4 | 0 | x | 1

(7) CCn1ccnc1CN(C)C(=O)c1cc(COc2c(F)cccc2F)on1
(8) COCCC(=O)N1CCOCC1c1cc(C(=O)Nc2ccccc2)no1 (stereo not given)
(9) CCOC(=O)c1c(C=O)c(C)n(Cc2ccccc2Cl)c1C
(10) CCCCOc1ccc(N(CC(=O)NC2CCCC2)C(=O)CCC(=O)Nc2ccccn2)cc1
(11) Cc1cc(OCC(=O)Nc2ccc(S(=O)(=O)NC3=NCCCCC3)cc2)c(C(C)C)cc1Cl
(12) CN(C)c1oc(-c2ccccc2Cl)nc1C#N

assay / entry | 7 | 8 | 9 | 10 | 11 | 12
PriA SSB inh | -3 | x | -11 | -6 | 3 | -2
BH1578 lux ind | -0.3 | i | -3.3 | i | -1.6 | -2.8
TcdB GH inh | 1.4 | -2.6 | x | x | 0.7 | 0.4
Yp Topo-I inh | 1 | -6 | 2 | 6 | 17 | -2
PfHsp40 rescue | -1.5 | x | 0.7 | -0.4 | 1.0 | 0.7
Anthrax LF inh2 | 0 | 0 | -4 | -2 | 0 | -2
BoNT-A LC inh2 | -1.6 | 0.1 | -1.1 | -0.9 | -0.1 | -0.1
PrPC TRFRET | -5 | 6 | 1 | -6 | 4 | -2
3CLpro inhibitor | 4 | x | -2 | 7 | 3 | -5

(13) CCOC(=O)CC(=O)Nc1nnc(C(C)C)s1
(14) CC(=O)c1ccc(N2C(=O)NC3(CCCCC3)C2=O)cc1
(15) Nc1nc(Nc2cccc(F)c2)nc(NCCO)c1[N+](=O)[O-]
(16) O=C1COc2ccc(C(=O)COC(=O)Cc3ccccc3F)cc2N1
(17) CN1C(=O)c2ccccc2C(C(=O)O)C1c1cn(C)c2ccccc12 (stereo not given)
(18) C=CCOC(=O)C1=C(C)Nc2nnnn2C1c1cc(OC)ccc1OC (stereo not given)

assay / entry | 13 | 14 | 15 | 16 | 17 | 18
PriA SSB inh | -24 | -19 | -8 | -10 | -9 | -11
BH1578 lux ind | 17* | i | i | -0.1 | -2.3 | i
TcdB GH inh | x | x | -0.1 | 1.1 | x | x
Yp Topo-I inh | -1 | 0 | -2 | -8 | -2 | -3
PfHsp40 rescue | 0.6 | -0.1 | 0.2 | 1.3 | -1.5 | -0.9
Anthrax LF inh2 | -4 | 1 | 0 | 2 | -7 | -5
BoNT-A LC inh2 | 0.1 | 0.2 | -0.2 | 0.6 | -0.7 | 0.4
PrPC TRFRET | 1 | 0 | -16 | 4 | 3 | 1
3CLpro inhibitor | 0 | 3 | 3 | 3 | -8 | -1

(19) Cc1ccc(CS(=O)(=O)CC(C)(O)c2ccc(Cl)cc2)cc1 (stereo not given)
(20) O=C(Cn1cnc2ccccc2c1=O)Nc1ccccc1N1CCOCC1
(21) COc1ccc(C(=O)NCCc2cnc[nH]2)cc1OC
(22) O=C(C[n+]1cccc(/C=N/O)c1)N(Cc1ccccc1)Cc1ccccc1
(23) Cc1ccc(OCC(=O)OC(C)CN(C)Cc2ccccc2)cc1 (stereo not given)
(24) O=C(CSc1nnc(-c2ccc(F)cc2)o1)Nc1ccccc1N1CCOCC1

assay / entry | 19 | 20 | 21 | 22 | 23 | 24
PriA SSB inh | -5 | -9 | -13 | i | -16 | -9
BH1578 lux ind | -1.1 | -0.4 | -0.4 | i | -0.4 | -3.4
TcdB GH inh | 1.4 | 0.3 | 0.0 | 0.8 | x | x
Yp Topo-I inh | 6 | -4 | 3 | -11 | 6 | 14
PfHsp40 rescue | 1.8 | 0.5 | -1.4 | 1.1 | -0.5 | 0.4
Anthrax LF inh2 | 2 | 0 | -9 | -5 | -5 | 2
BoNT-A LC inh2 | -1.1 | 0.8 | -1.8 | -1.0 | 0.2 | -0.5
PrPC TRFRET | -1 | -7 | 0 | -8 | 2 | 12
3CLpro inhibitor | 1 | 5 | -2 | -2 | 5 | 1

A different layout for part of the listing above:
The line under a structure holds: PriA SSB inh | BH1578 lux ind | TcdB GH inh | Yp Topo-I inh | PfHsp40 rescue | Anthrax LF inh2 | BoNT-A LC inh2 | PrPC TRFRET | 3CLpro inhibitor
(15) Nc1nc(Nc2cccc(F)c2)nc(NCCO)c1[N+](=O)[O-]
 : -8 | i | -0.1 | -2 | 0.2 | 0 | -0.2 | -16 | 3
(16) O=C1COc2ccc(C(=O)COC(=O)Cc3ccccc3F)cc2N1
 : -10 | -0.1 | 1.1 | -8 | 1.3 | 2 | 0.6 | 4 | 3
(17) CN1C(=O)c2ccccc2C(C(=O)O)C1c1cn(C)c2ccccc12 (stereo not given)
 : -9 | -2.3 | x | -2 | -1.5 | -7 | -0.7 | 3 | -8

New compounds follow.
(25) CCCC1CCC(c2ccc(/C(N)=N/O)cc2)CC1 (stereo not given)
(26) Cc1ccc(Nc2nnc(SC(C)C(=O)NCC3CCCO3)s2)cc1C (stereo not given)
(27) COc1cc2c(c(OC)c1OC)-c1ccc(NCc3ccccc3)c(=O)cc1C(NC(C)=O)CC2 (stereo not given)
(28) CC(=O)Nc1ccc(S(=O)(=O)NCC(=O)NCCc2ccc(S(N)(=O)=O)cc2)cc1

assay / entry | 25 | 26 | 27 | 28
PriA SSB inh | x | -1 | x | -2
BH1578 lux ind | i | -1.2 | -0.7 | i
TcdB GH inh | 1.5 | 1.8 | -0.2 | -1.2
Yp Topo-I inh | -1 | 0 | 13 | -8
PfHsp40 rescue | 18 | 0.5 | x | 1.8
Anthrax LF inh2 | -6 | 1 | -3 | -3
BoNT-A LC inh2 | 0.1 | -4.8 | 1.2 | -0.8
PrPC TRFRET | -1 | 12 | -11 | -5
3CLpro inhibitor | -1 | x | x | 5

Arranged by SMILES length (largest number first): 4 of the compounds above.
(6) COc1ccccc1OC(C)C(=O)Nc1ccccc1C(=O)NCc1cccnc1 (stereo not given)
(5) CCCCCCCC/C=C\CCCCCCCC(=O)NCCc1ccc(O)c(O)c1
(16) O=C1COc2ccc(C(=O)COC(=O)Cc3ccccc3F)cc2N1
(23) Cc1ccc(OCC(=O)OC(C)CN(C)Cc2ccccc2)cc1 (stereo not given)

assay / entry | 6 | 5 | 16 | 23
PriA SSB inh | 13 | 20 | -10 | -16
BH1578 lux ind | -0.5 | i | -0.1 | -0.4
TcdB GH inh | -0.3 | -12 | 1.1 | x
Yp Topo-I inh | 2 | 21 | -8 | 6
PfHsp40 rescue | 1.0 | 20 | 1.3 | -0.5
Anthrax LF inh2 | -4 | 0 | 2 | -5
BoNT-A LC inh2 | 2.3 | -1.1 | 0.6 | 0.2
PrPC TRFRET | -1 | 83* | 4 | 2
3CLpro inhibitor | 1 | x | 3 | 5
